# High-throughput results: PubChem, National Center for Advancing Translational Sciences (NCATS)
# AID inh: activation induced cytidine deaminase inhibition. Potency, µM (series often up to 115 µM), for inactives: at the top dose activity change, negative = inhibition, actives largely listed as inhibitors. AID deamination FRET fluorescence, UDG-coupled, 4 h. 0.32% of 91,000 active; also: nearly all actives have a fitted effect of over 25% in size
# Target sequence (Q9GZX7 whole entry, looked up): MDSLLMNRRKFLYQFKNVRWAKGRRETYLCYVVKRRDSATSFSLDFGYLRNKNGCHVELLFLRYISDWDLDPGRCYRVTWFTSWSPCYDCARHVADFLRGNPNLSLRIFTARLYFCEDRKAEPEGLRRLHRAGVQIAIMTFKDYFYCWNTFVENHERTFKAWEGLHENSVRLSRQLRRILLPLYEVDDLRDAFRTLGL
# UDG counter: UDG inhibition counter-screen; FRET deamination/UDG coupled assay, UDG read, 4 h; Potency, µM (series often up to 115 µM), for inactives: top-dose activity change, negative = inhibition, actives largely listed as inhibitors; 0.14% of 91,000 active; AID 1347430; also: nearly all actives have a fitted effect of over 65% in size
# * = called active by the depositor; ? = inconclusive; & = joins results of further samples; [ ] = dose if it differs, or a comment. Calls follow the shape of the dose curve; as a rule, active = well fitted curve in the direction sought with a large enough effect; inconclusive = small, poorly fitted or top-dose-only effect, or another doubt; inactive = no such curve, though single readings can be large; an effect the other way counts as inactive or inconclusive. % is scaled to controls: 0 for no effect and ±100 for the full control effect; potency is read from the fitted curve at half-maximal effect.
structure	AID inh	UDG counter
N#Cc1cc(Br)ccc1OCc1ccccc1Cl	-3%	-9%
CC(C)(C)c1ccc(C(=O)N/N=C/C=C/c2ccccc2)cc1	1%	8%
COc1ccc(CNC(=O)c2ccc3[nH]c(C)c(C)c3c2)c(OC)c1	-11%	16%
Cc1ccc(Cn2c(CNS(=O)(=O)c3ccc(F)c(Cl)c3)nc3cccnc32)cc1	144%[activator]	-3%
CCOC(=O)c1c(C)oc2ccc(N(C(C)=O)S(=O)(=O)c3c(C)cc(C)cc3C)cc12	7%	2%
Cc1ccc(Cl)cc1NC(=O)c1cc2c(=O)n3cccc(C)c3nc2n1C	3%	6%
C=Cc1ccc(CN2C(=O)N(c3ccc(C)c(C)c3)S(=O)(=O)c3ccccc32)cc1	?	-16%
C=C(Cl)COc1ccc(C(=O)NC)cc1	3%	4%
Cc1cnc2c(S(=O)(=O)NC(C)CN3CCOCC3)cccc2c1 (stereo not given)	-1%	5%
CC(C)Cc1nc(N2CCOCC2)c(C#N)c2c1CCCC2	-24%	-8%
O=C(Nc1ccc(I)cc1)C1CCCN1c1ncnc2ccccc12 (stereo not given)	-2%	-7%
O=c1oc2cc(S(=O)(=O)N3CCOCC3)ccc2n1Cc1ccc(Cl)cc1	4%	8%
O=C(CCCn1c(=O)c2ccccc2n(CC(=O)Nc2cccc(C(F)(F)F)c2)c1=O)NCc1ccc2c(c1)OCO2	-12%	-11%
Cc1occc1C(=O)NC(C)c1cccc(Cl)c1 (stereo not given)	-10%	-9%
CCCCN(CC)CCNC(=O)C1CCN(S(=O)(=O)c2cccc3nsnc23)CC1	10%	-11%
CCSc1nnc2c(n1)OC(c1ccc(OC)c(OC)c1)N(C(C)=O)c1ccccc1-2 (stereo not given)	6%	15%
NC(=O)c1nc(-c2ccc(F)c(F)c2)nc2c1[nH]c(=O)n2-c1cccc(Cl)c1	9%	-1%
CCCCNC(=O)c1cccc(-n2cnc3cccnc32)c1C	30%[activator]	-30%
Cn1cc(C(=O)N2CCNC(=O)C2)c2ccccc21	2%	9%
Cc1cc(C)cc(NC(=O)C(=O)NCC(c2ccc3c(c2)OCO3)N2CCN(C)CC2)c1 (stereo not given)	9%	17%

# Two consecutive compounds from above, for reference:
structure	AID inh	UDG counter
Cn1cc(C(=O)N2CCNC(=O)C2)c2ccccc21	2%	9%
Cc1cc(C)cc(NC(=O)C(=O)NCC(c2ccc3c(c2)OCO3)N2CCN(C)CC2)c1 (stereo not given)	9%	17%

# Quoted from the listing.
# UDG counter result of C=C(Cl)COc1ccc(C(=O)NC)cc1 : 4%
# UDG counter result of Cc1occc1C(=O)NC(C)c1cccc(Cl)c1 (stereo not given) : -9%
# UDG counter result of Cc1cc(C)cc(NC(=O)C(=O)NCC(c2ccc3c(c2)OCO3)N2CCN(C)CC2)c1 (stereo not given) : 17%

# Following part.
structure	AID inh	UDG counter
CCc1nc2ccccc2c(C(=O)OCC(=O)NC23CC4CC(CC(C4)C2)C3)c1C	-17%	-9%
CCCCCn1nc(C(=O)NCCC(=O)OC)c2ccccc2c1=O	-15%	-10%
CCOc1ccccc1-c1nc(-c2ccc(-c3ccccc3)nc2OCC)no1	-23%	-4%
CCOc1ccc(C2NC(=O)NC(CN3CCN(C(=O)OC(C)(C)C)CC3)=C2C(=O)OC)cc1 (stereo not given)	0%	-4%
CC(=O)c1cccc(NC(=O)CCc2c(C)nc3nc(CN)nn3c2C)c1	8%	-3%
CC(=O)c1cn(CC(=O)NCC2CCC(C(=O)O)CC2)c2ccccc12 (stereo not given)	3%	11%
N#Cc1c(SCC(N)=O)nc(N2CCOCC2)c2c1CCCC2	-7%	6%
c1ccc(-c2nn3c(COc4ccc5c(c4)OCO5)nnc3s2)nc1	-7%	4%
Cc1ccc2c(CC(=O)Nc3ccccc3C(F)(F)F)coc2c1C	-2%	11%
CCc1ccc(S(=O)(=O)NCCc2csc3nc(-c4ccccc4)nn23)s1	4%	-1%[57.5 µM]
O=C(Nc1nc(C23CC4CC(CC(C4)C2)C3)cs1)C(c1ccccc1)c1ccccc1	-15%	-8%
COc1ccc(CNC(=O)c2cnn(-c3ccccc3)c2-n2cccc2)cc1OC	-29%	?
Cc1cc(C)cc(NC(=O)C2CCCN2S(=O)(=O)c2ccc3c(c2)C(C)(C)C(=O)N3C)c1 (stereo not given)	18%	38%[activator]
COc1ccc(OC)c(NC(=O)c2nc3ccccc3nc2N2CCCC2)c1	-4%	2%
COc1ccc(NC(C)=O)cc1NC(=O)CCc1ncc(-c2ccccc2F)o1	4%	2%
Cc1ccc2c(CC(=O)NC3CCCCCC3)coc2c1	-3%	-6%
Cc1cc(S(=O)(=O)Nc2cc3c(cc2Cl)n(C)c(=O)c(=O)n3C)ccc1F	38%[activator]	1%
CC(C)c1ccc(C2CC(=O)NC3=C2C(=O)CC(C)(C)C3)cc1 (stereo not given)	-12%	-8%
CN(Cc1cccs1)C(=O)CCc1ccccc1	-13%	-1%
Cc1cc(C23CC4CC(CC(C4)C2)C3)ccc1O	4%	-3%

structure	AID inh	UDG counter
CCS(=O)(=O)c1ncc(Cl)c(C(=O)Nc2c(C(=O)c3ccc(C)cc3)oc3ccccc23)n1	-2%&3%	0%&-10%
COc1ccc(COC(=O)C2=C(C)NC3=C(C(=O)CCC3)C2c2cccc(OC)c2OC)cc1 (stereo not given)	-7%	-6%
O=C(Nc1ccc2c3c(cccc13)CC2)C(Cl)(Cl)Cl	26%	7%
CC(=O)Nc1ccc(SCC(=O)c2ccc3c(c2)CCC3)cc1	2%	1%
COc1cc(/C=N/OCc2ccccc2)ccc1OCc1ccc(C(=O)O)cc1	-4%	4%
COc1ccc(CN2CCN(C/C=C/c3ccccc3)CC2)cc1OC	2%	4%
Cc1[nH]c(I)c(C)c1C=O	9%	1%
CCC(C(=O)Nc1ccc(C(=O)OC)cc1)n1nc(-c2ccc(C)cc2)c2c(c1=O)CCCC2 (stereo not given)	-26%	6%
CCOC(=O)c1ccc(N2CCN(C(C)=O)CC2)c(NC(=O)c2ccc3ccccc3c2)c1	-10%	-3%
CC(C)c1ccc(OCC(=O)NCC(c2ccc(Cl)cc2)N2CCOCC2)cc1 (stereo not given)	?	-6%
O=c1c2c(nc3nc(NCc4ccccc4Cl)[nH]n13)CCC2	-2%	6%
O=C(O)C1CCNCC1	-5%	-9%
COc1ccccc1C1=NS(=O)(=O)N(C)C(C(=O)N2CCN(Cc3ccccc3)CC2)=C1	-4%	-7%
CC1CCN(S(=O)(=O)c2ccc3c(ccn3CCC(=O)NCC3CCCO3)c2)CC1 (stereo not given)	-12%	15%
CCC(NC(=O)/C(=C\c1ccccc1)NC(=O)c1ccc(C)cc1)C(=O)O (stereo not given)	1%	2%
CC(C)N1CCC(CNC(=O)Nc2ccccc2F)C1 (stereo not given)	1%	-1%
CC(NC(=O)c1ccccc1O)C(C)(C)C (stereo not given)	2%	-1%
CC(NC(=O)c1cccc(CS(C)=O)c1)c1ccccc1 (stereo not given)	-2%	4%
Cc1ccccc1S(=O)(=O)N1CCC(n2c(CC(C)C)nc3cccnc32)CC1	?	?
CNc1nc(Oc2ccc(=O)n(C)n2)nc(N2CCOCC2)n1	34%[activator]	-1%

# Of the compounds above, five contain a furan ring, fused or not:
structure	AID inh	UDG counter
CCOC(=O)c1c(C)oc2ccc(N(C(C)=O)S(=O)(=O)c3c(C)cc(C)cc3C)cc12	7%	2%
Cc1occc1C(=O)NC(C)c1cccc(Cl)c1 (stereo not given)	-10%	-9%
Cc1ccc2c(CC(=O)Nc3ccccc3C(F)(F)F)coc2c1C	-2%	11%
Cc1ccc2c(CC(=O)NC3CCCCCC3)coc2c1	-3%	-6%
CCS(=O)(=O)c1ncc(Cl)c(C(=O)Nc2c(C(=O)c3ccc(C)cc3)oc3ccccc23)n1	-2%&3%	0%&-10%

# Remaining list, next part
structure	AID inh	UDG counter
CC(=O)c1ccc(NCC(=O)N2N=C(c3ccc(C)o3)CC2c2cccs2)cc1 (stereo not given)	-16%	5%
Cc1cc2oc(C(=O)NCC(c3cccs3)N(C)C)cc(=O)c2cc1Cl (stereo not given)	-11%	6%
CC(C)(CO)NCc1cccc2ccccc12	-2%	8%
CCOc1ccc(C(=O)Nc2ccc(-c3nc4cc(CC)ccc4o3)cc2)cc1	-2%	5%[57.5 µM]
Cc1cc(C(=O)OC(C)C(=O)C23CC4CC(CC(C4)C2)C3)c(C)o1 (stereo not given)	-12%	-4%
O=C(Nc1ccc2c(c1)CCC2)c1cccc(Br)c1	-10%	-6%
Cc1ccc(NC(=O)Cn2c(=O)n(CC(=O)NCCc3ccccc3)c(=O)c3ccccc32)cc1C	-28%	-7%
CC1C2CC(C/C2=N/O)C1(C)C (stereo not given)	5%	14%
Fc1ccc(-c2noc(/C=C/c3ccccc3)n2)cc1	3%	8%
O=C(/C=C/c1cccc(Cl)c1)c1ccc(O)cc1	1%	-7%
Cc1ccc(Cl)cc1NC(=O)CN1C(=O)CSc2ccc(S(=O)(=O)N3CCCC3)cc21	-4%	-7%[57.5 µM]
COc1ccccc1CCNC(=O)CCc1c(C)c2cc3c(C)coc3cc2oc1=O	-12%	0%
CS(=O)(=O)N1CCCc2cc(-c3csc(N)n3)ccc21	4%	-4%
CCCn1c(CN2CCN(C(=O)OCC)CC2)nc2cc(NC(=O)c3ccc(Cl)cc3)ccc21	-23%	-20%
CCCCc1noc(CSc2cc(C(N)=O)c3ccccc3n2)n1	-4%	-5%
Cc1ccc(-c2ccc(CCC(=O)O)n2-c2ccc(C(N)=O)cc2)cc1	7%	5%
Cc1cc(C)c2c(=O)cc(C(=O)Nc3ccc(S(=O)(=O)Nc4nc(C)cc(C)n4)cc3)oc2c1	-23%	?
CCOc1cccc(C2c3c(-c4cc(C)ccc4O)n[nH]c3C(=O)N2Cc2ccco2)c1 (stereo not given)	?	-7%
COc1ccc(CNc2oc(COc3cccc(C)c3)nc2C#N)cc1	29%	-5%
O=C(COc1ccc(F)cc1)Nc1ccccc1C(=O)OCc1cc(=O)n2ccsc2n1	12%	-4%

structure	AID inh	UDG counter
O=C(O)C1(c2cccc(Br)c2)CCCC1	1%	-3%
COc1ccc(C(=O)Oc2ccc(C(c3c(C)[nH][nH]c3=O)c3c(C)[nH][nH]c3=O)cc2)cc1	-14%[57.5 µM]	-13%[57.5 µM]
CCC(=O)Nc1ccc(Cl)c(NC(=O)c2ccc3c(c2)OCO3)c1	-6%	?
CCOC(=O)C1C(c2ccccc2F)NC(=O)NC1(O)C(F)(F)F (stereo not given)	-12%	-6%
Fc1ccc2ncc3c(-c4ccccc4)n[nH]c3c2c1	16%	44%[activator]
CCCCn1nc(C(=O)NCC2COc3ccccc3O2)c2ccccc2c1=O (stereo not given)	-21%	-7%
COc1ccc(-c2cc(C(F)(F)F)nc(NCc3ccccc3)n2)cc1OC	-11%	-9%
CCN1CCN(Cc2c(O)ccc3oc(C)c(C(=O)Nc4ccc(C)cc4C)c23)CC1	39%[activator]	29%
Cc1ccc(C)c(CN2C(=O)c3ccccc3S(=O)(=O)c3ccc(C(=O)NCCC4=CCCCC4)cc32)c1	-15%	-14%
Cn1nc(C(=O)Nc2ccc(F)c(Cl)c2)c2c1-c1ccccc1S(=O)(=O)C2	-4%	-4%
S=C(Nc1ccc(Cl)c(Cl)c1)NC1CC1	-2%	9%
COc1cccc(CN(C)C(=O)C23CC4CC(C2)CC(c2ccccc2)(C4)C3)c1OC	-19%	-10%
Cc1c(B2OC(C)(C)C(C)(C)O2)cnn1C	-12%	-8%
O=C(OCC(=O)N1CCNC1=O)c1csc(NCc2ccccc2)n1	2%	-13%
COc1ccc(CNS(=O)(=O)c2cc3c(cc2C)n(C)c(=O)c(=O)n3C)cc1	-2%	-10%[57.5 µM]
CN(C)S(=O)(=O)c1ccc2c(c1)N(CC(=O)N1CCC(C(N)=O)CC1)CCS2	33%[activator]	3%
Cn1nc(-c2ccc(NCCO)c([N+](=O)[O-])c2)c2ccccc2c1=O	-8%	0%
CN(C)CCNC(=O)c1ccc(-n2c(-c3ccccc3)cc3c2CCCC3)cc1	24%	-5%[57.5 µM]
CCCOc1ccc(CC2C(=O)Nc3ccc(Br)cc32)cc1 (stereo not given)	18%	-19%
O=C(CCC(=O)c1ccc2ccccc2c1)NC1CCCCCC1	-6%	-5%

structure	AID inh	UDG counter
O=C(NCc1ccc(F)cc1)C1CCN(S(=O)(=O)/C=C/c2ccccc2)CC1	3%	6%
COc1ccccc1CNC(=O)C1(C)Cn2nc(-c3ccccc3)cc2C(=O)N1Cc1ccco1 (stereo not given)	-12%	-6%
Cc1ccc(OCc2nc(C#N)c(NCCCN3CCOCC3)o2)cc1	-1%	4%
CCOc1ccc(C(C)NC(=O)OC)cc1 (stereo not given)	0%	-3%
O=C(Cn1nc(Cl)nc1Cl)c1ccc(F)cc1	-9%	11%

# Complete entries, quoted from the list:
# CC1C2CC(C/C2=N/O)C1(C)C (stereo not given) as listed: AID inh: 5%; UDG counter: 14%
# CCOC(=O)c1ccc(N2CCN(C(C)=O)CC2)c(NC(=O)c2ccc3ccccc3c2)c1 as listed: AID inh: -10%; UDG counter: -3%
# C=C(Cl)COc1ccc(C(=O)NC)cc1 as listed: AID inh: 3%; UDG counter: 4%

# This is a subset; count on the stated rates, not on these rows.
